MC4R antag cAMP = antagonists of human melanocortin 4 receptor (MC4R) | 360,000 tested, 0.48% active | P32245 | MC4R-expressing cells, MTII-stimulated cAMP, LANCE TR-FRET | inhibition, % at 6.5 µM;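 active means inhibition above its plate's cutoff, the mean of tested wells on that plate plus 3 SD, cut at about 29% in these data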;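 further: 0% = Melanotan II alone and 100% = Melanotan II plus saturating MCL0020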
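System – human MC4R-expressing U2OS cells · Also added – Melanotan II · Dosing – one concentration, 6.5 µM nominal · Timing – 30-min compound, 1-h challenge, 1-h detection, room temperature · Measured by – Eu-cAMP/anti-cAMP TR-FRET, emission 671 nm · Replicates – singlicate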
N-glyco inh = N-linked glycosylation inhibition | D54 ERlucT glycosylation luciferase reporter, 24 h; percent of 100 nM tunicamycin response | reporter increase, % at 12.5 µM | 360,000 tested, 0.23% active;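 active means mean luciferase reporter signal, scaled so untreated is 0 and the glycosylation-blocking control 100, at or above a set limit in every replicate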;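 further: luciferase carries N-glycosylation sites so blocking glycosylation raises the light; 0% = median of neutral control wells and 100% = median of 100 nM tunicamycin wells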
Exocytosis inh = lytic granule exocytosis inhibition; TALL-104 LAMP-1 surface exposure, flow cytometry; cells stimulated with thapsigargin and PMA; inhibition, % at 10 µM; 360,000 tested, 0.66% active;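 active means inhibition above about 55%, limit read from the data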
aDG glyco up = increases alpha dystroglycan glycosylation; AID 624168; Pro5-aDG cells, alpha-DG glycosylation AlphaScreen (IIH6); 0% Pro5, 100% B10-LARGE cell signal; 360,000 tested, 0.22% active; activation, % at 10 µM;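 active means activation of at least 8% versus controls, or a plate z-score of at least 8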;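 further: Pro5 are CHO cells carrying HIG-tagged alpha-DG that lacks glycosylation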
Vif inh = inhibitors of HIV Vif | HEK293T cells, Vif self-association by quenched fluorescence, imaging, 24 h | inhibition, % at 7.49 µM | 340,000 tested, 0.35% active | AID 602346; in the data active means inhibition above about 50%, passing the limit was not always enough; further: some results filed as inactive read as strong as hits
MC4R ag barr = agonists of human melanocortin 4 receptor (MC4R) beta-arrestin. activation, % at 8.9 µM. AID 540308. P32245. U2OS MC4R beta-arrestin complementation, luminescence; percent of melanotan II response, DMSO zero. 360,000 tested, 0.98% active;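 active means activation above a per-plate cutoff, the mean activation of sample wells on that plate plus 3 SD, cut at about 8% in these data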
TLR9-MyD88 inh = TLR9-MyD88 interaction inhibition; Q9NR96+Q99836; CHO BLA complementation TLR9-MyD88, CCF4 FRET ratio; inhibition, % at 4.98 µM; 340,000 tested, 0.21% active; AID 504734;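 active means inhibition above the mean over all tested compounds plus 3 SD, cut at about 21% in these data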;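 further: 0% = DMSO only wells and 100% = clavulanate BLA inhibitor control wells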
ABCB6 inh MLPCN = blocks the human ABCB6 transporter; 360,000 tested, 0.19% active; fluorescence ratio to DMSO, % at 10 µM; K562-ABCB6 porphyrin accumulation, flow cytometry, 1 h; stronger effect = lower value; AID 602162; Q9NP58;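 active means fluorescence ratio to DMSO below 75%, the collection mean minus 3 SD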;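 further: signal is porphyrin accumulated inside mitochondria; 100% equals median channel fluorescence of DMSO control wells; lower ratio means ABCB6 inhibition with less porphyrin fluorescence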
NOD2 RIPK2 PPI = NOD2-RIPK2 protein interaction inhibition. 360,000 tested, 0.38% active. inhibition, % at 4.98 µM. CHO BLA complementation NOD2-RIPK2, CCF4 ratio; in the data active means inhibition above about 21%;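 further: 0% = vehicle only and 100% = reference blocker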
ABHD5 PLIN5 PPI = ABHD5-PLIN5 protein interaction inhibition; Q00G26+Q8WTS1; Split G. princeps luciferase complementation, luminescence, 4 h; inhibition, % at 4 µM; 360,000 tested, 0.78% active;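 active means inhibition above the mean inhibition across every tested compound plus 3 SD, cut at about 22% in these data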;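 further: 0% = DMSO only wells and the 100% control is not disclosed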
Starred values were filed as active, the others as inactive; x = not tested or not shown. Some of the compounds tested; count on the stated rates, not on these rows.

SMILES	MC4R antag cAMP	N-glyco inh	Exocytosis inh	aDG glyco up	Vif inh	MC4R ag barr	TLR9-MyD88 inh	ABCB6 inh MLPCN	NOD2 RIPK2 PPI	ABHD5 PLIN5 PPI
O=C(Nc1cccc(S(=O)(=O)N2CCCCC2)c1)C1CC(=O)N(Cc2ccccc2)C1 (configuration not stated)	10	-3	3	0.0	-10	-1.8	-11	94	3	2
O=C(Nc1ccccc1C(F)(F)F)C(O)(c1ccccc1)C1CCCCC1 (configuration not stated)	3	-1	4	0.2	-1	2.4	-16	107	-4	-7
O=C(NCc1ccc(F)cc1)c1ccc(S(=O)(=O)N2CCCCC2)cc1	1	-1	-3	0.3	3	-0.5	4	96	-2	-8
CC(=O)OCCSc1c(-c2ccccc2)c2cc(Cl)ccc2[nH]c1=O	4	-2	7	0.0	3	1.0	0	98	5	8
COc1ccc(OC)c(NC(=O)c2cc3c(=O)n4ccccc4nc3n2C)c1	-8	3	-6	0.5	2	0.3	4	98	5	3
CCOC(=O)c1c(-c2ccc(OC)cc2)nc2nonc2c1N	12	1	-3	-0.1	3	-1.8	8	93	-1	-3
CCOC(=O)N1CCN(Cc2nc3c(c(=O)[nH]c(=O)n3C)n2Cc2ccccc2C)CC1	4	1	-4	-0.1	x	-3.5	-4	98	1	-1
Nc1[nH]c(C(=O)c2ccccc2)c(-c2cccnc2)c1C(=O)NCCc1ccc(Cl)cc1Cl	x	x	-5	0.2	x	x	x	108	-13	2
COc1ccc(C(=O)N(C)Cc2cnn(Cc3ccccc3)c2)cc1S(=O)(=O)N1CCOCC1	-24	13	0	0.2	7	-3.7	-1	97	6	0
Cc1noc(C)c1C(=O)Nc1nc2ccc(S(C)(=O)=O)cc2s1	3	-2	-3	-0.5	3	-3.8	-8	100	-4	0
CC1=C(C(=O)OCC(C)C)C(c2ccccc2Cl)NC(=O)N1C (configuration not stated)	13	0	-1	0.1	x	-0.1	5	99	-7	-3
COc1ccc(N2C(=O)NC3CC2(C)Oc2ccc(Cl)cc23)cc1OC (configuration not stated)	-4	4	2	-0.2	7	-1.3	-10	98	2	9
Cc1nnc(SCC(=O)Nc2nccs2)n(N)c1=O	1	-1	-4	-0.1	-7	-1.2	-6	93	3	-2
CCOC(=O)c1cccc(NC(=O)CCOc2ccccc2)c1	-1	0	-4	0.1	5	0.6	11	96	1	5
COc1ccc(C(=O)OCC[N+]2(C)CCOCC2)cc1	-5	1	-3	0.2	13	-1.8	7	103	-7	-7
COc1ccc(CCNC(=O)CCC(=O)Nc2ccc3nc(N4CCN(C)CC4)cc(C)c3c2)cc1OC	8	-1	-2	-0.1	4	-1.2	-4	101	-1	-6
COc1ccc(NC(=O)COC(=O)c2ccc(Cl)c(S(N)(=O)=O)c2)c([N+](=O)[O-])c1	7	-1	7	-0.1	0	-2.5	-11	98	7	2
O=C(Cc1ccccc1)NCC(=O)OCc1cccc([N+](=O)[O-])c1	3	2	-1	-0.1	-7	-2.6	-4	99	-9	-2
COCCNC(=O)Nc1ccc2c(c1)N(C)C(=O)c1ccccc1S2	5	-1	0	-0.1	11	-1.0	6	99	-5	7
O=C(Cc1ccccc1[N+](=O)[O-])NC1CC2CCC1C2 (configuration not stated)	-6	1	-2	-0.2	-6	0.1	0	99	-5	2
COc1ccc(NC(=O)CSc2nnc(C3CCCCC3)n2N)cc1	9	4	-5	0.1	-3	0.0	-9	96	-3	2
COC(=O)c1cccc(N(C(=O)CNC(=O)c2ccco2)C(C(=O)NC2CCCC2)c2ccco2)c1 (configuration not stated)	12	1	6	0.5	36	-0.1	0	99	2	5
COc1ccc(C(=O)NCCc2cn3ccc(C)cc3n2)cc1	-2	0	-1	0.0	x	-0.5	5	102	2	-4
CCOc1ccc(N(CC(=O)NCc2ccccc2)S(=O)(=O)c2ccc(C)cc2)cc1	1	-1	41	0.1	0	-1.3	3	92	-2	2
Cc1c(C(=O)N(C)c2cccc(Cl)c2)cnn1-c1ccccc1	25	1	-9	0.1	-2	-2.0	-10	92	-4	-5
CC(C)CN(C(=O)CSc1nc2ccccc2[nH]1)c1c(N)n(Cc2ccccc2)c(=O)[nH]c1=O	2	2	1	-0.1	10	-0.3	-1	102	-13	1
Cn1c(-c2ccccc2)cccc1=O	13	1	8	-0.1	44	-1.0	-5	100	-4	4
Cc1nc2ccccc2n1C(=O)c1cc(-c2ccc(Br)cc2)nc2ccccc12	5	-1	-1	-0.1	6	-1.2	-1	97	0	0
CN1CCN(C(c2ccc(F)cc2)c2nnnn2Cc2cccs2)CC1 (configuration not stated)	-2	1	-2	-0.2	2	-2.0	-10	85	3	-7
CC(C)[C@H](NC(=O)c1ccccc1)C(=O)OCC(=O)Nc1ccc2c(c1)OCCO2	25	-1	-4	-0.1	6	0.1	-4	96	1	3
CCNC(=O)c1ccc(N(C)S(=O)(=O)c2cccs2)cc1	5	-1	4	-1.0	11	-2.1	3	97	-7	8
Cc1ccc(C(=O)COc2cc(C)nc3nncn23)cc1	-4	2	7	-0.1	-1	1.5	3	106	2	-5
CC(=O)c1ccc(NC(=O)C(C)N(C)CC(=O)Nc2cccc(F)c2)cc1 (configuration not stated)	1	1	2	0.5	-1	-2.2	3	97	-10	2
COC(=O)c1c(NC(=O)Cc2ccccc2)sc2c1CCN(C(C)C)C2	-6	-2	2	-0.1	x	0.0	1	100	-2	1
CCCCCCSc1ccc([C@@H]2[C@@H]3C(=O)N(CC)C(=O)[C@@H]3[C@]3(C(=O)OC)CCCCN23)cc1OC	16	-9	-4	0.1	-2	0.3	-20	101	-12	-6
CC(C)c1ccc(N(CC(=O)N/N=C/c2ccc(OC3CSC3)cc2)S(=O)(=O)c2ccccc2)cc1	3	-4	3	-0.4	25	-0.6	6	100	0	-4
O=C(O)Cn1nc(-c2ccc(F)cc2)oc1=O	0	1	0	-0.1	2	-1.1	5	94	4	1
CC(CN1CCCCC1)OC(=O)c1ccc2c(c1)OCCO2 (configuration not stated)	3	-3	-11	0.0	-15	-1.2	-3	95	-7	-4
COc1cc(OC)c2c(-c3ccccc3)cc(=O)oc2c1C(CCN1CCN(c2ccccc2)CC1)c1ccc(N(C)C)cc1 (configuration not stated)	5	-3	-3	-0.8	-6	-2.4	-1	92	4	10
CCOC(=O)c1cnc2ccc(Cl)cc2c1NCCN(C)C	12	3	-11	0.0	12	0.6	4	97	2	2
NC(=O)c1nsc(C(=O)N(c2ccccc2)C(C(=O)NCC2CCCO2)c2ccc(F)cc2)c1N (configuration not stated)	15	-1	-3	-0.2	9	0.1	-1	99	1	-1
COc1ccc(OC(C)C(=O)Nc2ccccc2C(F)(F)F)cc1 (configuration not stated)	5	5	-3	0.2	-13	2.2	2	99	0	-7
CC(C)COC(=O)n1c(SCC(=O)N(C)C)nc2ccccc21	-6	-4	0	0.1	x	-0.8	1	102	-4	-1
COc1ccc(CN2C(=O)c3ccccc3C2c2nnnn2Cc2ccccc2)cc1OC (configuration not stated)	x	x	-6	-0.1	x	x	x	95	-6	-5
Cc1ccc(-c2csc(N3CCN(c4cc5c(cc4Cl)nc(-c4ccncc4)n5CCOCCO)CC3)n2)cc1	12	2	33	0.6	1	0.6	1	98	-11	12
CCOC(=O)C1C2C=CC3(CN(c4cccc(Cl)c4)C(=O)C13)O2 (configuration not stated)	-1	-5	4	0.1	4	1.1	2	102	-41	6
Cc1ccc(NC(=O)C2CCN(C(=O)c3ccc(F)cc3)CC2)nc1	7	-2	-7	0.1	-4	-1.6	5	96	3	-4
COc1ccc(OC)c(Nc2nc(N)nc(CSc3nnc(N)s3)n2)c1	10	6	0	0.0	x	0.5	-7	94	-8	2
Cc1ccc(NC(=O)CSc2nc(=O)n(Cc3ccncc3)c3c2CCC3)c(C)c1	0	-2	59*	0.0	4	-0.2	0	101	4	7
Cc1cc[n+](-c2nc([O-])sc2/C=N/Nc2ccc([N+](=O)[O-])cc2)cc1	0	-1	2	0.0	-10	-2.0	6	111	6	3
O=C(Cn1nc(C(F)(F)F)c2c1CCC2)NCc1ccc(F)cc1	8	-1	1	0.3	6	-1.7	4	100	-4	-3
O=C(/C=C/c1ccccc1)c1ccccc1	9	18	-6	0.4	-4	0.4	1	99	-7	35*
Fc1ccc(NC(=S)Nc2ccccc2OC(F)F)cc1Cl	-1	-4	-5	-0.1	4	-1.6	5	78	0	-7
CCOC(=O)c1c(C)[nH]c(C(=O)C(C)OC(=O)c2cnc(C)cn2)c1C (configuration not stated)	5	0	-1	-0.2	-7	-1.1	-1	90	-8	-2
Cn1c(SCc2nnc(-c3ccc(F)cc3)o2)nnc1C1COc2ccccc2O1 (configuration not stated)	2	-1	0	0.2	-6	5.1	8	99	-8	-3
COc1ccc(NC(=O)Nc2c(O)ccc3ccccc23)cc1	7	2	87*	1.3	18	1.9	-4	105	8	6
CC1Cc2ccccc2N1C(=O)Cn1cc(C(F)(F)F)ccc1=O (configuration not stated)	6	0	0	0.1	x	0.0	-6	109	1	-1
O=C(c1cnc2sccn2c1=O)N(Cc1ccccc1)c1ccccn1	-8	0	0	0.0	-5	-1.1	7	101	7	0
Cc1cccc(C)c1NC(=O)CN(C)C(=O)Cn1c(=O)cnc2ccccc21	11	3	-8	0.1	11	-4.3	-4	99	3	1
COc1ccccc1CC(=O)Nc1ccc(S(=O)(=O)N2CC(C)CC(C)C2)cc1 (configuration not stated)	-2	-4	4	0.0	-2	1.9	2	94	-1	-16

Next section.
SMILES	MC4R antag cAMP	N-glyco inh	Exocytosis inh	aDG glyco up	Vif inh	MC4R ag barr	TLR9-MyD88 inh	ABCB6 inh MLPCN	NOD2 RIPK2 PPI	ABHD5 PLIN5 PPI
CCC(CO)Oc1cc(NCc2ccccc2)c2ncn(C3CCCC3)c2c1 (configuration not stated)	11	3	-14	0.5	x	-1.1	1	95	8	5
CCOC(=O)N1CCN(C(=O)CN(C)S(=O)(=O)c2ccc(F)cc2)CC1	0	0	-8	0.0	0	-1.3	2	107	-7	2
COc1ccc(C(=O)N2CCN(C(C)=O)CC2)cc1S(=O)(=O)NCc1ccc(Cl)cc1	0	2	3	-0.2	-4	-1.4	1	91	-5	-3
CCCCN(c1ccccc1)S(=O)(=O)c1cccc2cccnc12	19	-4	-3	0.1	-1	-0.8	1	96	2	-6
COc1ccc(CCNC(=O)c2cccn2C)cc1	-2	-1	5	-0.2	-7	-2.7	15	92	-7	1

An excerpt from above in order of molar mass, rising:
SMILES	MC4R antag cAMP	N-glyco inh	Exocytosis inh	aDG glyco up	Vif inh	MC4R ag barr	TLR9-MyD88 inh	ABCB6 inh MLPCN	NOD2 RIPK2 PPI	ABHD5 PLIN5 PPI
CCCCN(c1ccccc1)S(=O)(=O)c1cccc2cccnc12	19	-4	-3	0.1	-1	-0.8	1	96	2	-6
CCOC(=O)N1CCN(C(=O)CN(C)S(=O)(=O)c2ccc(F)cc2)CC1	0	0	-8	0.0	0	-1.3	2	107	-7	2
COc1ccccc1CC(=O)Nc1ccc(S(=O)(=O)N2CC(C)CC(C)C2)cc1 (configuration not stated)	-2	-4	4	0.0	-2	1.9	2	94	-1	-16

Compound activity: PubChem, several laboratories
